Source: PubChem BioAssay
ALOX12 inhib: qHTS Assay for Inhibitors of 12-hLO (12-human lipoxygenase); Polyunsaturated fatty acid lipoxygenase ALOX12 (Homo sapiens), P18054; purified 12-hLO, xylenol orange hydroperoxide absorbance; hit rate 0.12% among 150,000; Potency, µM (titrated, usually from 57.1 µM), for the others: at the highest dose activity change, negative = inhibition, hits mostly inhibitors; active = well fitted inhibition curve with a large enough effect; note: nearly all actives have a fitted effect of over 55% in size; many of its hits are not listed in these tables
Target sequence (P18054 whole entry, looked up): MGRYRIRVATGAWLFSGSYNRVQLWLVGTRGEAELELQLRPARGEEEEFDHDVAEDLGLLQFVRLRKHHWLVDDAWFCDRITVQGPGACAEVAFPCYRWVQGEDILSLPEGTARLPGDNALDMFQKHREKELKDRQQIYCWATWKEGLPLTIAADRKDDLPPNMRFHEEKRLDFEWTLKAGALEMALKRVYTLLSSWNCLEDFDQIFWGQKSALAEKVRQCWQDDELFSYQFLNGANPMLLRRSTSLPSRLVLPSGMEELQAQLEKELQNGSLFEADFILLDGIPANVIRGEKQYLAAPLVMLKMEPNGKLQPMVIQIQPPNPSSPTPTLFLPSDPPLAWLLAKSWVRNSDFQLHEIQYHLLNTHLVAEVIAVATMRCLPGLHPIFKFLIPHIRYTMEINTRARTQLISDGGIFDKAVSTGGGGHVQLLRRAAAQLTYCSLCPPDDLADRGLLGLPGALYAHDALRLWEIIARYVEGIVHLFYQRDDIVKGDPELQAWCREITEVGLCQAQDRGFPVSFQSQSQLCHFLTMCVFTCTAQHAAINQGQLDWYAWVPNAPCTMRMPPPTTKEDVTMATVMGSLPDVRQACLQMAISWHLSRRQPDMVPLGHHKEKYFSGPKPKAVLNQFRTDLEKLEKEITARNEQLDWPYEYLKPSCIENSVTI
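Lipoxygenase turnover measured by absorbance at 573 and 405 nm after Fe-XO development. Human 12hLO 150 nM, arachidonate 40 uM, pH 7.0 Hepes buffer with detergent; 15 min compound preincubation, 30 min reaction.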
The depositor's hits bear a star; [ ] = remark or other dose. % is set by controls: 0 for no effect and ±100 for the full control effect; potency is the fitted concentration of half-maximal effect.

SMILES | ALOX12 inhib
CC(C)CN1C=C2C(=O)C(C)(OC(=O)C3CCCC3)C(=O)C=C2C=C1c1ccsc1 (stereo not given) | 1%[11.4 µM]
CCCCC/C=C\C[C@@H](O)/C=C/C=C/C=C/[C@@H](O)CCCC(=O)O | 0%
NCCC[C@@H](CC(=O)N[C@@H]1CCNC[C@H]1C(=O)N[C@H](CC(=O)N[C@@H](CCC(=O)O)CC(=O)O)Cc1c[nH]c2ccccc12)NC(=O)C[C@H](Cc1ccccc1)NC(=O)[C@@H]1CCCC[C@H]1N | 3%
COc1ccc(-c2nc3c(c4c2C[C@H](c2ccccc2)OC4)CN(C(=O)c2ccco2)CC3)c(C)c1 | 4%[11.4 µM]
COC(=O)N[C@@H](c1cccc(F)c1)[C@@H](C)[N+](=O)[O-] | 2%
CCCCc1cc2c(cn1)=C(OC(=O)C1CCCC1)C(C)(OC(=O)CC)C(=O)C=2 (stereo not given) | 0%[11.4 µM]
CC1(OC(=O)C2CCCC2)C(=O)C=C2C=C(c3ccsc3)N(C3CCCC3)C=C2C1=O (stereo not given) | -4%[11.4 µM]
COc1ccc(-c2nc3c(c4c2C[C@H](c2ccccc2)OC4)CN(C(=O)NCc2ccco2)CC3)c(C)c1 | -3%[11.4 µM]
COC(=O)C1=C(C(=O)OC)[C@@H]2Nc3ccccc3[C@@]23C[C@@H](C(=O)OC)N(C(C)=O)C3=N1 | 5%[11.4 µM]
CCCCC/C=C\C/C=C\C/C=C\C/C=C\CCCCCC(N)=O | 2%
CCCCC/C=C\C/C=C\CCCCCCCC(=O)NCC(=O)O | 3%
CCCCc1nc2c(c3c1C[C@H](C)OC3)CN(C(=O)COC)CC2 | 1%[11.4 µM]
Cc1ccc(S(=O)(=O)N2CCc3nc(-c4ccccc4)c4c(c3C2)CO[C@@H](C)C4)cc1 | 2%[11.4 µM]
COCCN1C(=O)N[C@@H](c2ccccc2)[C@H](C(C)=O)[C@H]1C | 2%[11.4 µM]
CN(C)CCCCNC(=O)c1ccc(-n2c(=O)c(=O)[nH]c3ccccc32)cc1 | -3%
COC(=O)CCC(=O)OC1(C)C(=O)C=C2C=C(C3CC3)OC=C2C1=O (stereo not given) | -2%
COC(=O)[C@@H]1[C@@H](C)N(Cc2ccccc2)C(=O)N[C@H]1c1ccccc1 | 3%[11.4 µM]
COC(=O)C1=C(C(=O)OC)[C@@H]2Nc3ccccc3[C@@]23C[C@@H](C(=O)OC)N(S(=O)(=O)c2ccc([N+](=O)[O-])cc2)C3=N1 | -6%[11.4 µM]
COc1ccc(-c2nc3c(c4c2C[C@H](c2ccccc2)OC4)CN(C(=O)N[C@@H](C)c2ccccc2)CC3)c(C)c1 | -2%[11.4 µM]
CC(C)[C@@H](CC(=O)N[C@@H]1CCNC[C@H]1C(=O)N[C@H](CC(=O)N[C@@H](CCC(=O)O)CC(=O)O)Cc1c[nH]c2ccccc12)NC(=O)C[C@H](Cc1ccccc1)NC(=O)[C@@H]1CCCC[C@H]1N | 1%
CCCCC[C@H](O)/C=C/C=C\C=C\[C@@H](O)C/C=C\CCCC(=O)O | 1%
COC/C=C/C1=CC2=CC(=O)C(C)(OC(=O)c3cnc4ccccc4n3)C(=O)C2=CN1Cc1ccc2c(c1)OCO2 (stereo not given) | -6%[11.4 µM]
CC1(OC(=O)c2cnc3ccccc3n2)C(=O)C=C2C=C(c3ccsc3)OC=C2C1=O (stereo not given) | 8%
CCCCC/C=C\C\C=C/C=C/C=C/[C@@H](SCC(N)C(=O)O)[C@@H](O)CCCC(=O)O (stereo not given in full) | 0%
COCCN1C(=O)N[C@@H](c2cccs2)C(C(C)=O)=C1C | 5%[11.4 µM]
(further entries)
SMILES | ALOX12 inhib
CC(C)OCCCN1C=C2C(=O)C(C)(OC(=O)C3CCCC3)C(=O)C=C2C=C1c1ccsc1 (stereo not given) | -10%[11.4 µM]
COCCN1C(=O)N[C@@H](c2ccccc2)[C@H](C(=O)OC)[C@H]1C | 5%[11.4 µM]
CCCCC1=CC2=CC(=O)C(C)(OC(=O)CC)C(=O)C2=CN1Cc1ccco1 (stereo not given) | 2%[11.4 µM]
COCCN1C=C2C(=O)C(C)(OC(=O)C3CCCC3)C(=O)C=C2C=C1c1ccsc1 (stereo not given) | -1%[11.4 µM]
CC(C)(C)Nc1oc(-c2ccccc2)nc1-c1ccc(C(F)(F)F)cc1 | 5%
Cc1cccc(NS(=O)(=O)c2ccc(Cl)c(C(=O)O)c2)c1 | -3%
COC(=O)CCC(=O)OC1(C)C(=O)C=C2C=C(C3CC3)N(c3ccc(CO)cc3)C=C2C1=O (stereo not given) | -2%[11.4 µM]
CNC1CCC(c2ccc(Cl)c(Cl)c2)c2ccccc21 (stereo not given) | -6%
COC(=O)N[C@@H](CCc1ccccc1)/C(C(=O)OC)=C(\C)NCc1ccccc1 | 1%
CCCCCC[C@@H](O)C/C=C\CCCCCCCC(=O)O | -3%
CC#CCN1c2ccccc2[C@]23C[C@@H](C(=O)OC)N(C(=O)c4ccco4)C2=NC(C(=O)OC)=C(C(=O)OC)[C@H]13 | 2%[11.4 µM]
CC1(OC(=O)C2CCCC2)C(=O)C=C2C=C(c3ccsc3)N(C3CCCCC3)C=C2C1=O (stereo not given) | -3%[11.4 µM]
CCC(=O)N1C2=C(c3ccccc3[C@@H]1CC(=O)Nc1ccc3ccccc3c1)[C@@H]1C(=O)N(c3ccccc3)C(=O)[C@@H]1[C@H](C)C2 | -1%[11.4 µM]
COC(=O)C1=C(C(=O)OC)[C@@H]2Nc3ccccc3[C@@]23C[C@@H](C(=O)OC)N(S(=O)(=O)c2ccc(Br)cc2)C3=N1 | -5%[11.4 µM]
CCCCCCCN[C@H]1CCC[C@@H]1CCCCCCC(=O)O | -1%
COC(=O)CCCC1=CC2=CC(=O)C(C)(OC(=O)c3cccs3)C(=O)C2=CN1C(CO)CO (stereo not given) | 2%[11.4 µM]
COCCNC(=O)c1ccc(Cc2nc3ccccc3[nH]2)cc1 | -1%
CC/C=C\C/C=C\C/C=C\C/C=C\C=C\C(O)CCCC(=O)O (stereo not given) | 3%
CCCCC1=CC2=C(OC(C)=O)C(=O)C(C)(OC(=O)c3ccco3)C(=O)C2=CO1 (stereo not given) | -1%
CCCCC/C=C\C\C=C/C=C/C=C/[C@@H](SCC(N)C(=O)NCC(=O)O)[C@@H](O)CCCC(=O)O (stereo not given in full) | 0%
COC(=O)C1(C(=O)OC)C/C=C\Cc2ccccc2[C@@H]1C[N+](=O)[O-] | 6%
Cc1csc(NC(=O)c2cnc3ccccn3c2=O)n1 | 0%
COC(=O)CCCC1=CC2=C(c3ccccc3)C(=O)C(C)(OC(=O)C3CCCC3)C(=O)C2=CN1Cc1ccco1 (stereo not given) | -8%[11.4 µM]
CCCCC1=CC2=C(OC(C)=O)C(=O)C(C)(OC(=O)C3CCCC3)C(=O)C2=CO1 (stereo not given) | -22%
CCCCc1nc2c(c3c1C[C@H](C)OC3)CN(C(=O)N[C@H](C(=O)OC)C(C)C)CC2 | 3%[11.4 µM]
Other compounds follow.
SMILES | ALOX12 inhib
C=CCN1c2ccccc2[C@]23C[C@@H](C(=O)OC)N(C(=O)C4CCC4)C2=NC(C(=O)OC)=C(C(=O)OC)[C@H]13 | 2%[11.4 µM]
CCC(=O)OC1(C)C(=O)C=C2C=C(C3CC3)OC=C2C1=O (stereo not given) | 0%
CC/C=C\C/C=C\C/C=C\C/C=C\C/C=C\CCCCCC(=O)O | -7%
CC1(OC(=O)c2cccs2)C(=O)C=C2C=C(c3ccsc3)OC=C2C1=O (stereo not given) | 2%
CN(C)CC(C)(C)CNC(=O)c1ccc(Cc2nc3ccccc3[nH]2)cc1 | -2%
CCCCc1nc2c(c3c1C[C@H](C)OC3)CN(C(=O)NCCc1c[nH]c3ccccc13)CC2 | 3%[11.4 µM]
CCCCC1=CC2=C(c3ccco3)C(=O)C(C)(OC(=O)c3ccc(Cl)nc3)C(=O)C2=CO1 (stereo not given) | -4%
CCCCC/C=C\C/C=C\C/C=C\CCCCCCC(=O)NC(C)C(=O)O (stereo not given) | 1%
Cc1ccccc1Nc1oc(-c2ccccc2)nc1-c1ccccc1 | 2%
COCC(=O)N1CCc2nc(-c3ccccc3)c3c(c2C1)CO[C@@H](C)C3 | 6%[11.4 µM]
CCOC(=O)c1sc(N)c(C(=O)Nc2ccc(C)cc2C)c1C | -20%
CCCCCCCC/C=C\CCCCCCCCOC[C@H](COP(=O)([O-])OCC[N+](C)(C)C)OC(C)=O | 4%
COc1ccc(C2=CC3=C(Br)C(=O)C(C)(O)C(=O)C3=CO2)cc1 (stereo not given) | 15%
O=C(O)c1ccc(Cl)c(S(=O)(=O)Nc2ccccc2Cl)c1 | -2%
CCCCC1=CC2=CC(=O)C(C)(OC(=O)CC)C(=O)C2=CN1CCCOC(C)C (stereo not given) | -3%[11.4 µM]
O=C(/C=C/c1cccc([N+](=O)[O-])c1)c1ccccc1 | 5%
O=C(NCCN1CCCC1)c1ccc(Cc2nc3ccccc3[nH]2)cc1 | 0%
CCCCc1nc2c(c3c1C[C@H](C)OC3)CN(S(=O)(=O)c1ccc3c(c1)OCCN3C)CC2 | 0%[11.4 µM]
CCOC(=O)C(c1ccc(OC)c(OC)c1)C1c2ccccc2C=C(C)N1C(=O)OC (stereo not given) | 1%[11.4 µM]
CCC(=O)OC1(C)C(=O)C=C2C=C(CCCC(=O)OC)OC=C2C1=O (stereo not given) | 2%
CC(Nc1oc(-c2ccccc2)nc1-c1ccc(C(F)(F)F)cc1)c1ccccc1 (stereo not given) | 0%
COc1cccc(-c2cc(C(=O)N/N=C/c3ccccc3O)[nH]n2)c1 | -8%
CC(C)CN1C=C2C(=O)C(C)(OC(=O)CCc3ccccc3)C(=O)C=C2C=C1c1ccc(C#N)cc1 (stereo not given) | -9%[11.4 µM]
COC(=O)CCCC1=CC2=CC(=O)C(C)(OC(=O)c3cccs3)C(=O)C2=CN1CCCOC(C)C (stereo not given) | -1%[11.4 µM]
CCCCC1=CC2=CC(=O)C(C)(OC(=O)c3cnc4ccccc4n3)C(=O)C2=CO1 (stereo not given) | 0%
Further records:
SMILES | ALOX12 inhib
COC(=O)CCC(=O)OC1(C)C(=O)C=C2C=C(C3CC3)N(C3CCCC3)C=C2C1=O (stereo not given) | 2%[11.4 µM]
CCCCC1=CC2=C(c3ccco3)C(=O)C(C)(OC(=O)c3ccc(OC)cc3)C(=O)C2=CN1Cc1ccccc1 (stereo not given) | -6%[11.4 µM]
CCCCC[C@H](O)/C=C/C=C\CCCCCCCC(=O)O | -1%
COCC1=C2c3ccccc3[C@@H]3CNC(=O)C3(C(=O)OC)C[C@@H]2n2c(=O)n(-c3ccccc3)c(=O)n2C1 (stereo not given in full) | 2%
COC(=O)CCC(=O)OC1(C)C(=O)C2=CN(C3CC3)C(c3ccc(OC)cc3)=CC2=C(Br)C1=O (stereo not given) | 2%[11.4 µM]
COCC1=C2c3ccccc3[C@H](C[N+](=O)[O-])C(C(=O)OC)(C(=O)OC)C[C@@H]2n2c(=O)n(-c3ccccc3)c(=O)n2C1 | 2%

Structural class: the compounds so far containing four or more nitrogen atoms.
SMILES | ALOX12 inhib
NCCC[C@@H](CC(=O)N[C@@H]1CCNC[C@H]1C(=O)N[C@H](CC(=O)N[C@@H](CCC(=O)O)CC(=O)O)Cc1c[nH]c2ccccc12)NC(=O)C[C@H](Cc1ccccc1)NC(=O)[C@@H]1CCCC[C@H]1N | 3%
CN(C)CCCCNC(=O)c1ccc(-n2c(=O)c(=O)[nH]c3ccccc32)cc1 | -3%
COC(=O)C1=C(C(=O)OC)[C@@H]2Nc3ccccc3[C@@]23C[C@@H](C(=O)OC)N(S(=O)(=O)c2ccc([N+](=O)[O-])cc2)C3=N1 | -6%[11.4 µM]
CC(C)[C@@H](CC(=O)N[C@@H]1CCNC[C@H]1C(=O)N[C@H](CC(=O)N[C@@H](CCC(=O)O)CC(=O)O)Cc1c[nH]c2ccccc12)NC(=O)C[C@H](Cc1ccccc1)NC(=O)[C@@H]1CCCC[C@H]1N | 1%
Cc1csc(NC(=O)c2cnc3ccccn3c2=O)n1 | 0%
CN(C)CC(C)(C)CNC(=O)c1ccc(Cc2nc3ccccc3[nH]2)cc1 | -2%
CCCCc1nc2c(c3c1C[C@H](C)OC3)CN(C(=O)NCCc1c[nH]c3ccccc13)CC2 | 3%[11.4 µM]
O=C(NCCN1CCCC1)c1ccc(Cc2nc3ccccc3[nH]2)cc1 | 0%
COc1cccc(-c2cc(C(=O)N/N=C/c3ccccc3O)[nH]n2)c1 | -8%
COCC1=C2c3ccccc3[C@@H]3CNC(=O)C3(C(=O)OC)C[C@@H]2n2c(=O)n(-c3ccccc3)c(=O)n2C1 (stereo not given in full) | 2%
COCC1=C2c3ccccc3[C@H](C[N+](=O)[O-])C(C(=O)OC)(C(=O)OC)C[C@@H]2n2c(=O)n(-c3ccccc3)c(=O)n2C1 | 2%

The list is partial. The share of hits here may be higher or lower than overall.
